Abeta rescue – restores growth of yeast expressing A-beta42 peptide; yeast expressing A-beta42, growth rescue, OD600, 48 h; response scale: 0% DMSO, 100% iron-clioquinol control; Potency, µM (top dose mostly 46.1 µM), inactives show at the top dose growth rescue, hits mostly activators; 410,000 compounds, 0.063% hits; AID 1347071; further: potency means the concentration at half of the fitted maximal effect; nearly all actives have a fitted effect of over 55% in size
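Growth rescue measured by 600 nm absorbance after 48 h yeast culture at 30 C with compound. Values normalized between DMSO and an equimolar ferric chloride plus clioquinol control.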
FUS yeast rescue – FUS proteinopathy suppression in yeast. AID 1347120. Potency, µM (top dose mostly 76.6 µM), for the others: at the highest dose growth rescue (activation), usual class: activators. S. cerevisiae FUS-expressing, growth rescue, OD600, 24 h. 390,000 compounds, 0.24% hits;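 further: potency means the concentration at half of the fitted maximal effect; plate controls were DMSO vehicle for no effect and reference control for full effect; nearly all actives have a fitted effect of over 55% in size; some results filed as inactive show a strong effect at the top dose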
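Yeast expressing FUS under galactose induction, OD 0.005 in 2% galactose medium; compounds in a dilution series, 24 h at 30C. Growth rescue by absorbance at 600 nm; CP55940 positive control, DMSO negative.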
GLP1R inv ag – GLP-1 receptor (human) inverse agonism. AID 624417. 410,000 compounds, 1.6% hits. Potency, µM (series often up to 38.3 µM), without a hit: top-dose activity change, negative = inhibition, most hits filed as inhibitors. HEK293 GLP-1R CRE-luciferase, luminescence, 24 h; GLP-1R form is constitutively active; further: potency means the concentration at half of the fitted maximal effect; on the % scale 0 is the no-effect control and ±100 the full control effect; nearly all actives have a fitted effect of over 55% in size
Target sequence (P43220 whole entry, looked up): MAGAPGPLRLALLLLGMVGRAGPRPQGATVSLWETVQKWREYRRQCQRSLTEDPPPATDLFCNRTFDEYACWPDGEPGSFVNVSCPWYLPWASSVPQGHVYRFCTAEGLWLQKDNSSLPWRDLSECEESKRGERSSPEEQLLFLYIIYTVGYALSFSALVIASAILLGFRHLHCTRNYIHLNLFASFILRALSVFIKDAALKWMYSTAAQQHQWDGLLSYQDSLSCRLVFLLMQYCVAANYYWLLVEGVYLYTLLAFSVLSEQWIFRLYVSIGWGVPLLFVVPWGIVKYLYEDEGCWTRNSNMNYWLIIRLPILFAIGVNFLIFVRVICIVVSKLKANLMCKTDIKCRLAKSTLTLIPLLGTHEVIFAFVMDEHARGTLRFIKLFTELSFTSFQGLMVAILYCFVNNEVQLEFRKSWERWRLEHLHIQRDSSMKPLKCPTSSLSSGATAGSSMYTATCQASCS
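Cells are plated, allowed 12 hours at 37 deg C, then treated with compounds for 24 hr before luciferase detection reagent is added and luminescence is read after 12 min at room temperature. The HEK293 line carries constitutively active GLP-1R with a cAMP-responsive reporter.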
GLP1R ag – agonists of human GLP-1 receptor; 380,000 compounds, 0.007% hits; Potency, µM (titrated, usually from 45.6 µM), for inactives: at the top dose activation, actives largely listed as activators; AID 624172; HEK293 GLP-1R CRE-luciferase, luminescence, 4-6 h; cells express a hypersensitive GLP-1R form; further: potency means the concentration at half of the fitted maximal effect; % of control where 0% means no effect
TDP-43 yeast inh – rescues yeast growth from TDP-43 toxicity; 410,000 compounds, 1.8% hits; Potency, µM (highest dose often 46.1 µM), for the others: at the highest dose growth rescue (activation), hits mostly activators; TDP-43 expressing yeast growth rescue, BacTiter-Glo, 24 h; further: potency means the concentration at half of the fitted maximal effect; % of control where 0% means no effect; nearly all actives have a fitted effect of over 50% in size
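Luminescence from BacTiter-Glo reports growth of TDP-43-expressing yeast after 24 hr at 30 deg C with compound. Cells were raffinose-pregrown to mid-log, then seeded in galactose medium at OD600=0.02.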
aSyn yeast inh – alpha-synuclein toxicity inhibition in yeast; Potency, µM (series often up to 46.1 µM), inactives show top-dose growth rescue (activation), usual class: activators; Yeast expressing alpha-synuclein, growth rescue, BacTiter-Glo, 24 h; 370,000 compounds, 0.14% hits; further: potency means the concentration at half of the fitted maximal effect; % of control where 0% means no effect; nearly all actives have a fitted effect of over 65% in size
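Rescue of yeast growth: cells expressing toxic alpha-synuclein, induced in galactose at OD600 0.02, incubated with compound 24 h at 30 C. ATP luminescence quantified growth; inhibitors of toxicity appear as activators.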
PTHR1 ag – agonists of human PTHR1 parathyroid hormone receptor; Q03431; HEK293 GP2 PTHR1 cells, GloSensor cAMP luminescence, 1 h; Potency, µM (highest dose often 115 µM), for the others: at the top dose activation, most hits filed as activators; 410,000 compounds, 0.075% hits; AID 743266; further: potency means the concentration at half of the fitted maximal effect; nearly all actives have a fitted effect of over 55% in size; some results filed as inactive show a strong effect at the top dose; inactives centre near -15; many of its hits are not listed in these tables
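HEK-293-derived GP2 cells expressing PTHR1 and a GloSensor cAMP reporter, 3,000/well, plated overnight, given luciferin plus IBMX (each 0.5 mM as added) for 1 h at 37 °C, then compound for 1 h at 37 °C. Luminescence was read after 15 min at room temperature.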
D3 antag – blocks the human D3 dopamine receptor; P35462; D3R cells, DiscoveRx beta-arrestin luminescence, antagonist mode; stronger effect = lower value; max response, negative = inhibition, %; 360,000 compounds, 2.5% hits; AID 652054; in the data active means max response below about -50%; inconclusive means no clear call, values can overlap the other calls; further: on the % scale 0 is the no-effect control and ±100 the full control effect; mostly tested at two doses, the higher about 12 µM
Target sequence (P35462 whole entry, looked up): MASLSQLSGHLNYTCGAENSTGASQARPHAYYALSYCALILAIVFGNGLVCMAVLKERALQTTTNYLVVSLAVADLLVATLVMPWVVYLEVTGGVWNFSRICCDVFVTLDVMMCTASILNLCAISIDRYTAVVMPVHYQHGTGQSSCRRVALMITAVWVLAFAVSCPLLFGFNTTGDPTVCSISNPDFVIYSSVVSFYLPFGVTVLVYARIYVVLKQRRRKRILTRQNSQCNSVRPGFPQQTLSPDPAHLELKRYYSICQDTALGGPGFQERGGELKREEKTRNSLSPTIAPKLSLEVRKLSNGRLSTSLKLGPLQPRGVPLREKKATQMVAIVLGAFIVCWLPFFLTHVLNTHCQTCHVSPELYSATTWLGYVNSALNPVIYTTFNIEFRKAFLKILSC
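Cells expressing the human receptor were seeded at 1500 cells/well, incubated overnight at 37 degrees C in 5% CO2, then exposed to library compounds with dopamine controls for 90 minutes at 37 degrees C before luminescent detection.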
Akt phos inh – blocks phosphorylation of Akt; Neuro2A IGF-stimulated pAkt S473 HTRF, 20 min; stronger effect = lower value; AID 651550; 360,000 compounds, 0.32% hits; activity change, % for hits at 50 µM; in the data active means activity change below about -80%; inconclusive means mostly about -51% to -80%; further: on the % scale 0 is the no-effect control and ±100 the full control effect
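Neuro2A cells in DMEM with 0.5% FBS, overnight at 37 deg C, given compound at single 50 µM final, then IGF (6 nM final) for 20 min at 37 deg C. Lysed; phospho-Akt Ser473 by HTRF after 24 h, 665/615 ratio.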
* marks the source's active call; other numbers are inactive results; i = inactive; ? = inconclusive; . = no result given; [ ] = dose if it differs, or a comment. Unless noted, the call rests on the fitted dose curve; in most records, active means well fitted curve in the direction sought with a large enough effect; inconclusive means small, poorly fitted or top-dose-only effect, or another doubt; inactive means no such curve, though single readings can be large; an effect the other way counts as inactive or inconclusive.

SMILES	Abeta rescue	FUS yeast rescue	GLP1R inv ag	GLP1R ag	TDP-43 yeast inh	aSyn yeast inh	PTHR1 ag	D3 antag	Akt phos inh
CN(Cc1nc2ccc(F)cc2[nH]1)C(=O)C1CCC(=O)N(C2CC2)C1 (configuration not stated)	-9%	.	7%	-4%	-10%	-2%	i	-1	i
CCc1ccccc1NC(=O)c1cccs1	-14%	15%	0%	-15%	0%	-7%	30%[57.5 µM]	-1	i
O=C(O)CC(NC(=O)C1CCCCC1)c1cc([N+](=O)[O-])ccc1Cl (configuration not stated)	-16%	6%	6%	-1%	-8%	3%	i	-13	i
Cc1cc(F)ccc1S(=O)(=O)Nc1ccc2c(c1)CCCN2C(=O)c1cccs1	2%	?	?	.	0%[9.22 µM]	.	-5%	.	.
O=C(/C=C(\O)c1ccccc1)C(=O)NNC(=O)c1ccccc1[N+](=O)[O-]	3%	28%	7%	-3%	-35%[inhibitor]	-1%	15%	-1	i
COc1ccccc1NC(=O)c1c([N+](=O)[O-])cnn1C	-13%	-11%	14%	3%	7%	0%	i	-6	i
Cc1ccccc1CNC(=O)C(C)n1nc(C)n2c(cc3occc32)c1=O (configuration not stated)	-11%	5%	7%	.	16%	.	i	.	.
Cc1nn2c3ccccc3n(CCN3CCCCC3)c2nc1=O	5%	13%	13%	-2%	12%	0%	i	-2	i
CC12CCC(C(NC(=S)NN)C1=O)C2(C)C (configuration not stated)	-6%	3%	-23%	-3%	7%	6%	-8%	-4	i
Cc1ccc(S(=O)(=O)n2ccc3cccnc32)cc1	23%	-3%	23%	-3%	?	8%	i	10	i
S=c1[nH]nc(-c2cc(-c3ccccc3)n[nH]2)n1/N=C/c1ccc(Cl)cc1	4%	40%	128%[activator]	24%	-12%[1.82 µM]	-2%	i	-55*	i
COc1ccc([N+](=O)[O-])cc1N(CC(O)CN1C(=O)NC(C)(C)C1=O)S(=O)(=O)c1ccccc1 (configuration not stated)	0%	12%	18%	15%	-14%	1%	i	3	i
CSc1ccc(CN2CCC(C)(Oc3ccc(F)cc3)C2)cc1 (configuration not stated)	-12%	-9%	4%	-5%	-8%	2%	i	-112*	i
COc1cccc(CC2(CO)CCCN(Cc3cn[nH]c3-c3ccc(F)cc3)C2)c1 (configuration not stated)	-10%	16%	?	8%	-12%	-5%	i	5	i
Cc1nn(-c2ccc(F)cc2)c(-n2cccc2)c1C(=O)N1CCN(C(=O)c2ccco2)CC1	-14%	16%	2%	-5%	2%	-1%	-23%	-1	i
CC(=O)c1ccc(NC(=O)Cn2cnc(S(=O)(=O)N3CCCCC3)c2)cc1	-3%	11%	11%	4%	0%	-2%	-4%	-9	i
Cc1cc(C)c(C#N)c(SCC(=O)c2ccccc2)n1	-16%	-19%	22%	14%	-9%	-6%	-16%	-16	i
O=C(C1CCCC1)N1CCN(S(=O)(=O)c2ccc(Cl)cc2)CC1	-18%	12%	-7%	9%	-13%	5%	i	7	i
COc1ccc(OC)c(CN(CCCN2CCOCC2)S(=O)(=O)c2ccc(NC(C)=O)cc2)c1	21%	-13%	2%	0%	9%	-1%	-15%[57.5 µM]	-1	i
COc1ccc(N2CCN(C(CNC(=O)C(=O)NCc3cccnc3)c3ccco3)CC2)cc1 (configuration not stated)	6%	6%	-15%	0%	7%	4%	-17%	15	i
COc1cc(OC)c(OC)cc1/C=N/NC(=O)c1ccc2nc[nH]c2c1	5%	11%	1%	4%	4%	0%	i	5	i
C/C(=N/NC(=O)c1ccc(C)s1)c1cccnc1	7%	7%	35%[activator]	-2%	11%	-5%	-30%	-13	i
COC(=O)c1sccc1NC(=O)c1ccccc1Br	-42%[inhibitor]	14%	?	12%	9%	-11%	i	-4	i
O=C(COc1ccc(F)cc1)N1CCCCCCC1	1%	1%	-1%	20%	16%	4%	-19%	6	i
O=C(Nc1cnccn1)c1csc2ccccc12	-1%	12%	16%	-3%	28%	-3%	-11%	13	i
COc1ccc2oc(C)c(C(N)=O)c2c1	-2%	9%	0%	-11%	-11%	-9%	i	-21	i
COc1ccc(C)cc1NC(=O)c1ccccc1NS(=O)(=O)c1cccc2cccnc12	3%	.	11%	0%	13%	-3%	i	10	i
Cc1nn2cnnc2c(C)c1Cc1c(F)cccc1Cl	-12%	19%	26%	11%	?	4%	i	16	i
O=c1[nH]ncc(N2CCCCCC2)c1Cl	-25%	-3%	3%	8%	-4%	-2%	-8%	0	i
COc1ccc(CCNC(=O)CCCn2c(=O)c3ccccc3n(CC(=O)Nc3ccc(C)cc3Cl)c2=O)cc1OC	-2%	?	?	0%	18%	.	-10%	.	.
Cc1c(Cl)cccc1NC(=O)NCc1ccc(F)cc1	1%	-25%	-15%	4%	-1%	-5%	-12%	-25	i
Cc1ccc(NC(=O)CSCC(=O)Nc2ccccc2C(=O)NC2CC2)cc1	8%	-17%	-11%	-13%	8%	-1%	i	-7	i
Cc1ccc(NC(=O)CCC(=O)N/N=C/c2ccc(O)cc2)cc1	-7%	20%	-14%	14%	-10%	-10%	-19%	-5	i
CCN(CC)S(=O)(=O)c1ccc(-c2nnc(SCc3nnc(-c4ccc(C)cc4)o3)n2CC)cc1	-6%	0%	9%	0%	-1%	.	-4%	-3	.
Cc1nc2ccc(C(=O)NC(C)(C)C)cn2c1N(C)C(=O)CCc1ccccc1	3%	-19%	25%	8%	19%	2%	-16%	33	i
O=C(OCC(=O)N1CCCC1)c1ccc(S(=O)(=O)N2CCOCC2)cc1	6%	5%	7%	8%	-4%	-2%	-1%	-10	i
Cc1nn(-c2ccccc2)c(C)c1NC(=O)COc1cc(F)ccc1[N+](=O)[O-]	-7%	-16%	6%	18%	?	-1%	-42%[inhibitor]	21	i
Cc1nc2nc(SCC(=O)NCCc3ccc(Cl)cc3)nn2c(C)c1Cc1c(F)cccc1Cl	0%	27%	3%	.	14%	.	-16%	.	.
CCN(/C(N)=N/c1nc(C)cc(C)n1)c1ccccc1	-6%	8%	-9%	18%	9%	4%	-10%	1	i
CCCCn1nc(C(=O)Nc2cccc(C(=O)NC3CC3)c2)c2ccccc2c1=O	1%	?	?	3%	?	-2%[1.84 µM]	-43%	10	i
Cc1cc(C)c(NC(=O)C2CCN(C(=O)c3ccco3)CC2)c(C)c1	-1%	1%	10%	1%	-1%	-1%	-5%	7	i
C/C(=N\NS(=O)(=O)c1cccc([N+](=O)[O-])c1)c1cccnc1	-22%	2%	16%	-2%	?	3%	i	13	i
CCOc1ccc(C2CC(c3cccc(C)c3)n3ncnc3N2)cc1 (configuration not stated)	11%	21%	4%	-3%	?	-1%	i	?	i
O=C(CSc1nccn(-c2ccc3c(c2)OCCO3)c1=O)Nc1ccccc1	-10%	31%	-15%	-18%	8%	3%	-11%	-15	i
COC(=O)C1=C(C(=O)OC)[C@]2([C@@H]3CCCCN[C@@H](Cc4ccccc4)C(=O)N3Cc3ccccc3)C=C[C@H]1O2	16%	?	?	-5%	0%	12%	i	22	i
CC(=O)OCC1OC(COC(C)=O)(c2ccc(C)cc2)C(OC(C)=O)C1OC(C)=O (configuration not stated)	2%	.	6%	-1%	14%	2%	i	-12	i
O=C(N1CCOCC1)N1c2ccccc2Sc2ccccc21	4%	15%	0%	16%	8%	0%	-30%[57.5 µM]	-77*	i
CCC(C)n1c(=S)[nH]c2c(sc3ccc([N+](=O)[O-])cc32)c1=O (configuration not stated)	-23%	20%	5%	6%	-5%	-16%	-33%[inhibitor]	-2	i

Record cards (already shown). Order of values: Abeta rescue	FUS yeast rescue	GLP1R inv ag	GLP1R ag	TDP-43 yeast inh	aSyn yeast inh	PTHR1 ag	D3 antag	Akt phos inh
Cc1cc(C)c(NC(=O)C2CCN(C(=O)c3ccco3)CC2)c(C)c1 is listed with -1%	1%	10%	1%	-1%	-1%	-5%	7	i
COC(=O)C1=C(C(=O)OC)[C@]2([C@@H]3CCCCN[C@@H](Cc4ccccc4)C(=O)N3Cc3ccccc3)C=C[C@H]1O2 is listed with 16%	?	?	-5%	0%	12%	i	22	i

Next section:
SMILES	Abeta rescue	FUS yeast rescue	GLP1R inv ag	GLP1R ag	TDP-43 yeast inh	aSyn yeast inh	PTHR1 ag	D3 antag	Akt phos inh
O=C(C[C@@H]1C/C=C\C[C@H](Cc2ccc(F)cc2)C(=O)OC[C@@H]2CCCN2C1=O)N[C@H](CO)Cc1ccccc1	-7%	30%	?	-6%	-9%	7%	-9%	-14	i
O=C(O)c1cc(-c2cc3ccccc3o2)nn1-c1ccccc1	6%	20%	-29%	0%	-12%	6%	i	-14	i
CCN(CC)S(=O)(=O)c1ccc2c(c1)nc(CN(C)C(=O)Nc1ccc(F)cc1)n2C	-33%	-11%	7%	.	-5%	.	-16%	.	.
COc1ccc(S(=O)(=O)N2CCOCC2)cc1NC(=O)CCCOc1ccc(Cl)cc1C	-2%	.	?	-2%	-9%	11%	i	-13	i
CCC(Sc1nc2ccncc2[nH]1)C(=O)Nc1cc(C)ccc1C (configuration not stated)	-7%	4%	-2%	.	7%	.	i	.	.
O=C(COC(=O)C1(c2ccccc2F)CCCC1)N1CCNC1=O	5%	-3%	?	5%	8%	3%	i	10	i
N#CC1=C(N)Oc2cc(O)ccc2C1C1CCCCC1 (configuration not stated)	-14%	11%	?	2%	-33%[inhibitor]	4%	-69%[inhibitor]	23	i
COCCCNC(=O)CSc1nc2ccccc2c(=O)n1CCCC(=O)NCC1CCCO1 (configuration not stated)	3%	.	4%	1%	6%	1%	-10%	0	i
CC(=O)Nc1sc(/C(C#N)=C/c2ccc(Cl)c(Cl)c2)nc1-c1ccc(C)cc1	.	-1%	18%	-5%	.	.	i	12	i
O=[N+]([O-])c1cccc(N(CC2CO2)S(=O)(=O)c2ccccc2)c1 (configuration not stated)	2%	11%	-23%	5%	1%	0%	i	1	i

Assay outcomes: PubChem BioAssay, National Center for Advancing Translational Sciences (NCATS)

These rows are one share of the data (hit frequency here may not be typical).
